Source: PubChem (several laboratories)
PLAP inhibition = PLAP enzyme inhibitors, biochemical, luminescence, HTS (AID 690); Alkaline phosphatase, placental type (Homo sapiens); inhibition, % at 20 µM; hits with a dose series show IC50 in µM; purified PLAP, luminescent substrate; higher % means a stronger effect; hit rate 0.08% among 96,000; in the data active = a potency from the dose series; inactive = the rest, 99 in 100 with inhibition below about 30%; note: strong numbers were not always called active
NFkB transloc pot = enhancers of NFkB p65 translocation in HUVEC – imaging, IL-1B stimulus, high-content imaging, primary screen; HUVEC IL-1B NFkB p65 nuclear translocation imaging; activation, % at 2 µM; hit rate 0.3% among 94,000; AID 819, 2007;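 active = activation above 40%, about the mean plus 3 SD, also judged a hit on visual image review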;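 note: percent activation is computed from the nuclear over cytoplasmic p65 intensity ratio; values of inactives mirror those of a sister screen read the other way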
IL1B NFkB inh = inhibitors of IL-1B driven NFkB p65 nuclear import, primary screen, imaging, HUVEC, IL-1B stimulus, high-content imaging; HUVEC IL-1B NFkB p65 nuclear translocation imaging; inhibition, % at 2 µM; hit rate 0.43% among 94,000; AID 796, 2007;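 active = inhibition above about 30% together with a positive call from visual inspection of the well image, limit read from the data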;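 note: nuclear over cytoplasmic p65 intensity ratio measured by imaging; 0% = IL-1B stimulated DMSO wells and 100% = unstimulated DMSO wells; values of inactives mirror those of a sister screen read the other way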
MRP reversal = reversal of MRP1-mediated doxorubicin resistance, primary screen, H69AR cells, doxorubicin co-treatment; differential viability (reversal), % at 10 µM; H69AR cells + 2 uM doxorubicin, CellTiter-Glo, 72 h; hit rate 0.04% among 85,000;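 active = viability drop by adding the cancer drug above about 55%, with treated viability meeting a 40% cutoff, limit read from the data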;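 note: viability without doxorubicin minus viability with 2 µM doxorubicin for each compound; larger differential means the compound sensitizes cells more to doxorubicin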
Bcl-B TR3 displacers = displacers of TR3 peptide from Bcl-B, primary screen, selectivity assay for Bfl-1 inhibitor project, biochemical, fluorescence polarization. FP displacement of FITC-TR3 peptide from Bcl-B; higher % means a stronger effect. displacement, % at 20 µM; hits with a dose series show IC50 in µM. hit rate 0.11% among 96,000;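 active = displacement above 50% at 20 µM plus a fluorescence interference ratio under 1.5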;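 note: plate controls were wells without compound for no effect and wells lacking Bcl-B protein for full effect; a part of the inactive calls stands beside numbers as strong as those of hits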
MRP reversal cytotoxicity = also measured in MRP reversal; calls as there; viability, %; H69AR cells, CellTiter-Glo, 72 h; measured here: cytotoxicity without doxorubicin
MRP reversal with doxorubicin = further read-out of MRP reversal, marked with its call; viability, %; measured here: viability with 2 uM doxorubicin; stronger effect = lower value
IL1B NFkB inh cell count 2 µM = further read-out of IL1B NFkB inh, marked with its call; cell count; measured here: cells passing quality filter;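 raw number of nuclei counted in each imaged well without normalization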
NFkB transloc pot cell count 2 µM = second read-out of NFkB transloc pot, no call of its own (marks repeat the call); cell count; measured here: cells passing quality filter
* = called active by the depositor; nt = not tested or not shown. An excerpt; count on the stated rates, not on these rows.

smiles	PLAP inhibition	NFkB transloc pot	NFkB transloc pot cell count 2 µM	IL1B NFkB inh	IL1B NFkB inh cell count 2 µM	MRP reversal	MRP reversal cytotoxicity	MRP reversal with doxorubicin	Bcl-B TR3 displacers
COc1cc2[nH]c3c(=O)n(CCN4CCCCC4)cnc3c2cc1OC	-65%	-12	179	12	179	23	100	77	0%
O=C(c1csc2c1CCCC2)N1CCCCC1	8%	0	146	0	146	2	94	92	0%
Cc1ccc(S(=O)(=O)N(CC(=O)O)Cc2ccccc2)cc1	-2%	-15	87	15	87	nt	nt	nt	-1%
C/C(=N\Nc1ccc(F)cc1F)c1ccc(F)cc1	4%	2	183	-2	183	3	97	94	6%
CC(C)(C)n1nnnc1C(c1ccc(C#N)cc1)N1CCCC2(CCCCC2)C1 (stereo not drawn)	5%	15	101	-15	101	8	95	88	4%
COc1cc2c(cc1OC)-c1cc(NCc3ccccn3)nc(=O)n1CC2	24%	16	180	-16	180	16	95	79	7%
CC(C)OC(=O)CSc1nnc(SCc2cccc3ccccc23)s1	20%	3	46	-3	46	12	100	87	-4%
CCc1ccc(C2=Nn3c(nnc3-c3cccs3)SC2)cc1	3%	4	129	-4	129	nt	nt	nt	0%
Cc1cc(C)c2c(c1)/C(=N/NS(=O)(=O)c1ccccc1)CCC2	12%	35	168	-36	168	nt	nt	nt	-8%
CCN(CCO)c1nc(SC)nc2c1sc1nc(-c3ccco3)c3c(c12)CCC3	-58%	13	161	-13	161	nt	nt	nt	-109%
COc1ccc(C2C(C(=O)O)c3ccccc3C(=O)N2C)cc1Br (stereo not drawn)	-26%	nt	nt	nt	nt	-6	91	97	-6%
C/C(Cl)=C\Cn1c(NCCc2ccccc2)nc2c1c(=O)n(C)c(=O)n2C	-12%	nt	nt	nt	nt	-24	49	73	5%
CC(C)(C)c1ccc(OCC(=O)Nc2ccc(-c3nc4cccnc4o3)cc2)cc1	-104%	7	174	-6	174	-17	62	79	-6%
CC1(C)CC(=O)c2cc(C(=O)NC3CCSC3=O)c(=O)n(-c3ccccc3)c2C1 (stereo not drawn)	-61%	-12	96	12	96	nt	nt	nt	-7%
CCOc1ccccc1/C=N/NC(=O)c1ccc(Cn2cc([N+](=O)[O-])cn2)o1	5%	-5	201	5	201	nt	nt	nt	-5%
CCOc1ccc(C2c3c(oc4cc(C)c(C)cc4c3=O)C(=O)N2CCCN(C)C)cc1OC (stereo not drawn)	-9%	-2	193	2	193	nt	nt	nt	-13%
CC1=CC(C)(C)N(C(=O)CSc2nnc(N)s2)c2cc(C)c(C)cc21	-1%	-7	158	7	158	nt	nt	nt	3%
Cc1ccc(S(=O)(=O)c2nc(-c3ccccc3)oc2NCCN2CCOCC2)cc1	-55%	14	107	-14	107	nt	nt	nt	-10%
CCNS(=O)(=O)c1cc(OC)ccc1OC	7%	38	67	-38	67	15	99	84	2%
Cc1nc2nc(-c3ccco3)nn2c(C)c1Cl	14%	12	114	-12	114	-8	65	74	-3%
CCOc1ccc(C(=O)C(c2ccccc2)N2CCOCC2)cc1 (stereo not drawn)	-72%	2	91	-2	91	14	97	84	-8%
Nc1ccc(Oc2ccc3nc(-c4ccccc4)c(-c4ccc([N+](=O)[O-])cc4)nc3c2)cc1	3%	8	106	-8	106	nt	nt	nt	-6%
COc1ccc(Cl)cc1NC(=O)CN1CCC(n2nnc3ccccc32)CC1	nt	8	156	-8	156	9	91	82	nt
COc1cnn(-c2ccccc2)c(=O)c1SCc1ccc(Cl)cc1Cl	9%	-10	101	10	101	nt	nt	nt	8%
O=C(N/C(=C/c1ccco1)C(=O)N1CCCCCC1)c1cccs1	4%	-5	135	5	135	nt	nt	nt	13%
COc1cccc(-c2cn3nc(C)c(C)nc3n2)c1	-53%	-10	209	10	209	-10	82	92	-21%
CCOC(=O)CC1C(=O)NCCN1C(=O)c1cc2c(=O)n3cccc(C)c3nc2s1 (stereo not drawn)	-4%	-4	133	4	133	-1	83	84	-3%
COc1cc(C)nc(N2CCCC(C(=O)Nc3cc(Cl)ccc3OC)C2)n1 (stereo not drawn)	-8%	-13	183	13	183	-6	58	64	2%
C=CCn1c(Sc2nncn2C)nc2c1c(=O)[nH]c(=O)n2C	nt	2	116	-2	116	5	108	103	nt
CCn1cc(C(=O)Nc2cccc(C(=O)OC)c2)c(=O)c2ccc(C)nc21	-8%	nt	nt	nt	nt	-19	91	110	8%
O=C(NCCN1CCOCC1)c1cc(S(=O)(=O)NCCCN2CCCC2=O)ccc1Cl	-41%	32	185	-32	185	5	95	90	-8%
CN(C(=O)CSC1=Nc2ccccc2C2=NC(c3ccccc3)C(=O)N12)C1CCCCC1 (stereo not drawn)	-84%	-3	130	3	130	-29	41	70	1%
O=C1CC(N2CCCc3ccccc32)C(=O)N1c1ccccc1Cl (stereo not drawn)	nt	-3	119	3	119	-6	66	72	nt
CC1CCCCN1c1nnc(NC(=O)Cn2c(=O)oc3ccccc32)s1 (stereo not drawn)	-5%	11	163	-11	163	-14	100	114	-7%
CCOc1ccccc1-c1nc(-c2cc3ccccc3nc2OC)no1	-15%	-5	135	5	135	-20	53	73	-31%
COC(=O)C1=C(CSc2nc3c(cc2C#N)CN(C)CC3)OC(N)=C(C#N)C1c1ccccc1F (stereo not drawn)	nt	3	167	-3	167	-1	82	83	nt
C/C(=N\O)C(C)(C)NC(=O)Nc1ccc(Cl)cc1	-22%	9	126	-9	126	2	92	90	-3%
CCOc1ccc(-c2cnc(SCC(N)=O)nc2N)cc1	11%	-2	95	2	95	19	103	84	10%
O=C(O)Cn1nc(C(F)(F)F)c2c1CCC2	-11%	17	155	-17	155	-6	80	86	-4%
Cc1ccn2c(C(=O)CSc3ccccc3Cl)c(C)nc2c1	15%	-4	108	4	108	nt	nt	nt	3%
Nn1c(SCC(=O)Nc2ccc(F)cc2F)nnc1C1CCCCC1	1%	5	91	-5	91	-1	91	92	-24%
Cc1cccc(N2CC34C=CC(O3)C(C(=O)O)C4C2=O)c1 (stereo not drawn)	11%	-10	72	10	72	-7	94	101	-11%
O=c1cccccc1NCc1ccccc1	2%	-6	137	6	137	nt	nt	nt	-1%
COC(=O)CN1C(=O)C2(C(C#N)=C(N)Oc3c2c(C)nn3-c2ccccc2)c2ccccc21 (stereo not drawn)	nt	-14	142	14	142	-12	66	78	nt
O=C(NC1CCCCCC1)C1CCCN1S(=O)(=O)c1cccc2cccnc12 (stereo not drawn)	-53%	-7	165	8	165	-11	75	86	9%
Cc1sc(NC(=O)c2ccco2)nc1-c1ccc2c(c1)CC(C)N2C(=O)C1CC1 (stereo not drawn)	-44%	nt	nt	nt	nt	nt	nt	nt	-8%
CCOc1ccc(-c2nn3c(-c4ccccc4)nnc3s2)cc1	-18%	23	127	-23	127	-9	77	87	0%
S=C(NCC1CCCO1)n1nnc2ccccc21 (stereo not drawn)	-16%	6	179	-6	179	nt	nt	nt	-6%
COc1cc(CCC(=O)OCc2nnc(-c3ccccc3)o2)cc(OC)c1OC	-60%	-5	106	5	106	-7	77	84	10%
Cc1cc(Nc2ccccc2)n(CCO)n1	-4%	0	108	0	108	16	103	87	3%
O=C(c1cc2ccccc2o1)c1cccs1	19%	8	130	-8	130	-4	80	84	-2%
CCCCCOC(=O)c1c(N)n(CCOC)c2nc3ccccc3nc12	-26%	-5	193	5	193	-1	64	65	-5%
CCC1CCCCN1CCCNC(=O)CC1Oc2ccccc2NC1=O (stereo not drawn)	18%	5	201	-5	201	-4	95	98	-1%
c1ccc(-c2oc3ncnc(NCCN4CCOCC4)c3c2-c2ccccc2)cc1	-54%	15	113	-15	113	9	36	27	-5%
CC(CCc1ccccc1)NC(=O)CSc1nc(N)cc(N)n1 (stereo not drawn)	-55%	5	157	-5	157	27	109	81	-3%
COc1cc(NC(=O)N2CCOCC2)cc(OC)c1	8%	1	73	-1	73	-10	93	103	-9%
COc1ccccc1-n1nnnc1SCC(=O)NC1CCCC1	13%	1	101	-1	101	3	90	87	-8%
O=C(CN1C(=O)c2ccccc2C1=O)Nc1ccc(-c2nc3ccccc3o2)cc1	-39%	6	148	-6	148	0	89	90	4%
Cc1noc(C)c1CSCC(=O)OCC(=O)N1CC(=O)Nc2ccccc21	13%	-7	166	6	166	31	123	92	-4%
CCN(CC)S(=O)(=O)c1cccc(C(=O)NC2CCCCC2)c1	-2%	2	149	-2	149	-6	75	82	-4%

Following part:
smiles	PLAP inhibition	NFkB transloc pot	NFkB transloc pot cell count 2 µM	IL1B NFkB inh	IL1B NFkB inh cell count 2 µM	MRP reversal	MRP reversal cytotoxicity	MRP reversal with doxorubicin	Bcl-B TR3 displacers
COc1cccc(OC)c1-c1nnc(-c2cn(C)c3ccccc23)o1	5%	2	93	-2	93	15	97	82	-2%
COc1cc(C(=O)OCCN2CCOCC2)cc(OC)c1OC	-5%	-4	107	4	107	nt	nt	nt	3%
C=CCn1c(SCc2nc3ccccc3c(=O)[nH]2)nc2ccccc2c1=O	-20%	-3	105	3	105	1	6	4	-5%
O=C(Nc1cccc(NC(=O)c2cccnc2)c1)c1cccnc1	17%	12	128	-12	128	-7	80	87	-4%
CCCSc1nc(NCc2ccco2)c2c3c(sc2n1)COC(C)(CC)C3 (stereo not drawn)	-2%	-2	153	2	153	nt	nt	nt	-22%
Cc1csc(SCC(=O)Nc2ncc(Cl)c(C)c2Cl)n1	9%	-8	131	8	131	-3	90	93	2%
COc1ccccc1NC(=O)c1cc(C(=O)O)ccc1C(=O)O	7%	15	137	-14	137	1	92	91	-4%
CC(C)CNS(=O)(=O)c1ccc(OCC(=O)Nc2ccc3c(c2)OCO3)c(Cl)c1	7%	11	168	-11	168	-4	66	70	-3%
Cc1ccc2oc(=O)n(Cc3ccccc3OC(C)C)c2c1	-3%	-2	70	2	70	nt	nt	nt	-6%
CCCOc1ccc(N2C(=O)CC(N3CCN(c4ccccc4OC)CC3)C2=O)cc1 (stereo not drawn)	-49%	8	180	-8	180	14	99	85	15%
O=C(c1ccc2c(c1)OCO2)N1CCN(c2ccccc2)CC1	-12%	12	116	-12	116	-19	83	102	4%
CCN(CC)C(=O)C1CCCN(Cc2ccccc2)C1 (stereo not drawn)	4%	-3	171	2	171	-3	89	92	-18%
CCNC(=O)NC(=O)COC(=O)CNC(=O)COc1ccccc1	30%	nt	nt	nt	nt	0	99	99	-4%
CC(=O)Nc1ccc(-c2nnc(SCC(=O)c3ccc4c(c3)Cc3ccccc3-4)n2C)cc1	-24%	1	172	-1	172	nt	nt	nt	-6%
COCCCn1c(=N)c(C(=O)NC2CCCCC2)cc2c(=O)n3ccccc3nc21	nt	17	109	-17	109	-8	63	72	nt
CC(=O)Oc1ccc(N2C(=O)C3C4C=CC(CO)(O4)C3C2=O)cc1 (stereo not drawn)	-31%	5	173	-5	173	-6	89	94	14%
